# Cardio protect – protects H9c2 cardiomyocytes from peroxide injury | H2O2 injury protection, ATPLite, 2 h | protection from H2O2 cell death, % at 20 µM | 360,000 compounds, 0.63% hits | AID 588492;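 active = compounds giving at least 50% protection of heart cells from peroxide-induced death in the single-dose screen, raw or plate-pattern-corrected value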;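 note: 0% = DMSO wells with peroxide and 100% = DMSO wells without peroxide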
# PDI inh – PDI (human) enzyme inhibition | PDI insulin aggregation turbidity, A650, 90 min | inhibition, % at 10 µM | 350,000 compounds, 0.052% hits | AID 588391;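 active = mean inhibition across replicates of 30% or more, whatever share of single replicates reach that level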;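 note: absorbance from insulin aggregation driven by PDI reduction with DTT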
# MC4R antag cAMP – human MC4R antagonism in cAMP assay; inhibition, % at 6.5 µM; AID 540295; P32245; 360,000 compounds, 0.48% hits; MC4R-expressing cells, MTII-stimulated cAMP, LANCE TR-FRET;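 active = inhibition above its plate's cutoff, the mean of tested wells on that plate plus 3 SD, cut at about 29% in these data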;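 note: 0% = Melanotan II alone and 100% = Melanotan II plus saturating MCL0020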
#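 System – human MC4R-expressing U2OS cells · Also added – Melanotan II · Dosing – one concentration, 6.5 µM nominal · Timing – 30-min compound, 1-h challenge, 1-h detection, room temperature · Measured by – Eu-cAMP/anti-cAMP TR-FRET, emission 671 nm · Replicates – singlicate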
# Exocytosis inh – blocks lytic granule exocytosis | 360,000 compounds, 0.66% hits | AID 651702 | inhibition, % at 10 µM | TALL-104 LAMP-1 surface exposure, flow cytometry; cells stimulated with thapsigargin and PMA;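 active = inhibition above about 55%, limit read from the data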
# CaV13 ICDI inh – Disruptors of the CACNA1D IQ motif to Ca2+-dependent inactivation inhibitor domain association, primary screening, Förster resonance energy transfer in intact living …; HEK cells, CFP/YFP FRET ICDI-IQ, plate reader, 10 min; percent FRET-ratio fall versus neutral wells; inhibition, % at 12.3 µM; 340,000 compounds, 0.098% hits;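 active = mean replicate inhibition of at least 30% and at least 1% of replicates passing that level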;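 note: 0% = median of the neutral control wells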
# m5-HT2A agonist – activates the mouse 5-HT2A serotonin receptor | 360,000 compounds, 0.66% hits | activation, % at 7.6 µM | CHO-K1 mHTR2A beta-arrestin complementation, luminescence; percent of 30 µM serotonin response;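 active = activation above a run cutoff, the mean activation of all tested compounds plus 3 SD, cut at about 14% in these data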;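 note: 0% = plate median of compound wells and 100% = 30 µM serotonin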
# ABCB6 inh 2 – inhibitors of human ABC transporter ABCB6; AID 602162; Q9NP58; fluorescence ratio to DMSO, % at 10 µM; 360,000 compounds, 0.19% hits; K562-ABCB6 porphyrin accumulation, flow cytometry, 1 h; stronger effect = lower value;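 active = fluorescence ratio to DMSO below 75%, the collection mean minus 3 SD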;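 note: signal is porphyrin accumulated inside mitochondria; 100% equals median channel fluorescence of DMSO control wells; lower ratio means ABCB6 inhibition with less porphyrin fluorescence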
# Target sequence (Q9NP58 whole entry, looked up): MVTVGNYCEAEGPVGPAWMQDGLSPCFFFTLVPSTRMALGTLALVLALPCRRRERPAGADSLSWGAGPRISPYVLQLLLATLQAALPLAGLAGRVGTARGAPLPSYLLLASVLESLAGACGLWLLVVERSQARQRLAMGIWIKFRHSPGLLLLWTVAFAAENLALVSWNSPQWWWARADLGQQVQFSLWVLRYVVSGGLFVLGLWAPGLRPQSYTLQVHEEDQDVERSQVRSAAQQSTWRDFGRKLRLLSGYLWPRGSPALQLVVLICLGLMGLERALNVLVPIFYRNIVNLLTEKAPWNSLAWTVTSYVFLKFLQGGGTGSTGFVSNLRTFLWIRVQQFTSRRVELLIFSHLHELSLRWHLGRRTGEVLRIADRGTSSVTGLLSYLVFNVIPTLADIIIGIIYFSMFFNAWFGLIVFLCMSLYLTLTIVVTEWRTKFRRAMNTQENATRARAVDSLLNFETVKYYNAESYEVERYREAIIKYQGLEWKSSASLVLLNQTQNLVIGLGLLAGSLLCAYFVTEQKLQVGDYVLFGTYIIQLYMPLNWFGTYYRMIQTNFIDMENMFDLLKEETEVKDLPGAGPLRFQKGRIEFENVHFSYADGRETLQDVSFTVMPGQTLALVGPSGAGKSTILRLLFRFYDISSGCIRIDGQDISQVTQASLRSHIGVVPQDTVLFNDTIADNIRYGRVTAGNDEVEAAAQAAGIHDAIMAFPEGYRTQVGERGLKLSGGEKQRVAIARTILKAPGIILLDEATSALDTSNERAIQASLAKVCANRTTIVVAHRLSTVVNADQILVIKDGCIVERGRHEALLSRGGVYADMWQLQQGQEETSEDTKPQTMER
# ABHD5 PLIN5 PPI – blocks binding of human ABHD5 to perilipin-5 | Split G. princeps luciferase complementation, luminescence, 4 h | inhibition, % at 4 µM | 360,000 compounds, 0.78% hits;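 active = inhibition above the mean inhibition across every tested compound plus 3 SD, cut at about 22% in these data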;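 note: 0% = DMSO only wells and the 100% control is not disclosed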
# MC4R barr agon – human MC4R agonism via beta-arrestin | P32245 | U2OS MC4R beta-arrestin complementation, luminescence; percent of melanotan II response, DMSO zero | activation, % at 8.9 µM | 360,000 compounds, 0.98% hits | AID 540308;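 active = activation above a per-plate cutoff, the mean activation of sample wells on that plate plus 3 SD, cut at about 8% in these data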
# N-glyco inh – blocks N-linked glycosylation in D54 reporter cells | AID 588692 | D54 ERlucT glycosylation luciferase reporter, 24 h; percent of 100 nM tunicamycin response | 360,000 compounds, 0.23% hits | reporter increase, % at 12.5 µM;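 active = mean luciferase reporter signal, scaled so untreated is 0 and the glycosylation-blocking control 100, at or above a set limit in every replicate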;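 note: luciferase carries N-glycosylation sites so blocking glycosylation raises the light; 0% = median of neutral control wells and 100% = median of 100 nM tunicamycin wells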
# Active calls of the source: *; . = no result given.
SMILES,Cardio protect,PDI inh,MC4R antag cAMP,Exocytosis inh,CaV13 ICDI inh,m5-HT2A agonist,ABCB6 inh 2,ABHD5 PLIN5 PPI,MC4R barr agon,N-glyco inh
O=C(CN1C(=O)NC2(CCCC2)C1=O)NNC(=O)c1ccc(F)cc1,2,1,0,6,-5,4,98,9,0.2,0
Cc1ccsc1C(=O)OCC(=O)NC1CCS(=O)(=O)C1 (centres undefined),-6,-6,7,-1,-6,4,92,5,-0.7,1
O=C(COc1ccc(/C=N/NS(=O)(=O)c2ccccc2)cc1)Nc1cccc(Cl)c1,0,4,8,4,.,-9,99,0,0.6,-5
Cc1nn(CC(=O)NC2CCC(C)CC2)c(=O)c(C#N)c1C (centres undefined),-2,-3,9,1,-8,1,95,2,-0.7,1
CC(C)OCCCNC(=O)CN1C(=O)COc2ccc(S(=O)(=O)N3CCCCCC3)cc21,2,.,-1,-2,-12,-3,104,0,-1.3,0
O=C(c1ccc(Cl)c(S(=O)(=O)N2CCCC2)c1)N1CCN(c2ccccn2)CC1,3,-3,3,-1,-8,1,96,0,0.8,-1
COc1ccccc1/C=N\Nc1cc(C)nc(-n2nc(C)cc2C)n1,23,-1,17,-8,2,-1,94,1,-1.3,-7
O=Cc1c(Sc2ccccn2)nc2ccccn2c1=O,25,-6,7,0,.,2,102,2,1.8,5
COc1ccc(CCC(=O)OCC(=O)Nc2c(C)nn(-c3ccccc3)c2C)cc1,7,0,10,4,-1,-1,104,-5,-5.2,2
O=C(CC1COc2ccccc2O1)Nc1ccccn1 (centres undefined),23,2,5,-2,.,5,106,1,0.9,1
CC(C)CC(C(=O)Oc1ccc2c3c(c(=O)oc2c1)CCC3)N1C(=O)c2ccccc2C1=O (centres undefined),-1,2,18,0,-8,-3,99,6,-1.5,2
Cn1c(=O)c2[nH]c(CCCC(=O)O)nc2n(Cc2ccccc2)c1=S,3,-2,-1,-1,-6,0,100,0,-1.5,1
CN(CCCn1cnc2c(OCc3ccccc3)ncnc21)Cc1ccco1,-8,5,4,0,-3,-5,100,-1,-1.9,-1
O=C(O)CCCc1nc(-c2ccccc2)no1,8,-7,3,1,-6,2,102,2,-0.1,0
Cn1c(=O)n(-c2ccccc2)c(=O)c2c3c(sc21)COC(C)(C)C3,28,0,5,1,-4,0,98,-2,-1.9,1
CC(=O)N1CCN(C(=O)c2cc(S(=O)(=O)N3CCN(c4ccccc4)CC3)ccc2Cl)CC1,-4,-1,8,-4,-7,3,98,-1,-1.6,-2
Cc1cccc(OCCC(=O)Nc2nnc(C)s2)c1,-4,1,1,0,-7,-6,104,-5,-1.0,1
CCCn1c(SC(C(=O)Nc2cc(C)ccc2OC)c2ccccc2)nc2ccccc2c1=O (centres undefined),16,-6,12,4,-5,1,98,0,0.6,-3
Cc1ccccc1CN1C(=O)c2ccccc2Sc2ccc(C(=O)NCCCN3CCOCC3)cc21,4,23,6,4,-5,-2,101,11,3.1,-1
O=C(/C=C/c1ccccc1Cl)c1cccnc1,6,3,22,2,-8,-3,97,71*,-1.2,11
Cc1noc(C)c1S(=O)(=O)N(CC(=O)O)c1ccc2c(c1)OCO2,6,-12,17,-3,-2,4,102,0,-0.6,1
Cc1cc(=O)oc2cc(OCC(=O)N3c4ccccc4NC(=O)C3(C)C)ccc12,15,-3,13,0,-6,-3,515,2,0.0,-1
Cc1ccc(S(=O)(=O)NCC(=O)N/N=C/c2ccc(Cl)cc2Cl)cc1,-4,-3,0,-2,-4,9,100,-6,5.8,0
CC(C)(C)NC(=O)c1ccccc1-c1nc(-c2ccccc2Cl)no1,1,-11,9,3,-5,-3,97,1,1.5,-1
COCCNC(=O)c1ccccc1N(Cc1ccccc1)S(=O)(=O)c1ccc(C)cc1,1,3,9,-4,-2,1,93,2,-2.0,0
O=C(CSc1nnc(C2COc3ccccc3O2)o1)N1CCCCC1 (centres undefined),0,.,-2,3,18,-1,101,0,-1.3,-2
O=C(NC1CCN(S(=O)(=O)c2ccc(F)cc2)CC1)c1cccc(F)c1,21,15,4,-4,-1,-4,100,0,-0.8,-1
CC(=O)C[C@H](O)CC(=O)[C@H]1OC(=O)[C@@H](C)C/C=C\Cc2ccccc21,4,-2,1,10,-8,4,99,2,-1.3,3
O=C(O)C(=Cc1ccccc1)Cc1ccccc1,2,-4,5,9,-5,1,102,11,-4.1,2
Cc1cc(C)cc(NC(=O)CSc2nc3ccccc3nc2N2CCCCC2)c1,-14,.,8,4,-3,-2,96,-2,0.9,0

# One compound at a time, from the list above:
# CCCn1c(SC(C(=O)Nc2cc(C)ccc2OC)c2ccccc2)nc2ccccc2c1=O (centres undefined) reads Cardio protect = 16; PDI inh = -6; MC4R antag cAMP = 12; Exocytosis inh = 4; CaV13 ICDI inh = -5; m5-HT2A agonist = 1; ABCB6 inh 2 = 98; ABHD5 PLIN5 PPI = 0; MC4R barr agon = 0.6; N-glyco inh = -3
# O=C(O)C(=Cc1ccccc1)Cc1ccccc1 reads Cardio protect = 2; PDI inh = -4; MC4R antag cAMP = 5; Exocytosis inh = 9; CaV13 ICDI inh = -5; m5-HT2A agonist = 1; ABCB6 inh 2 = 102; ABHD5 PLIN5 PPI = 11; MC4R barr agon = -4.1; N-glyco inh = 2

# Next structures.
SMILES,Cardio protect,PDI inh,MC4R antag cAMP,Exocytosis inh,CaV13 ICDI inh,m5-HT2A agonist,ABCB6 inh 2,ABHD5 PLIN5 PPI,MC4R barr agon,N-glyco inh
CCC(=O)Nc1cc(-c2nn(CC(=O)N3CCCCC3)c(=O)c3ccccc23)ccc1N1CCOCC1,3,-10,4,5,-4,-2,104,10,-2.1,-1
O=C(O)Cn1c(-c2ccccc2)cc2ccccc21,6,-7,10,-2,-3,7,97,-5,-1.1,-3
C=CCn1c(=O)c2c(nc3n2CC(C)CN3CCc2ccccc2)n(C)c1=O (centres undefined),-1,-6,2,-2,-4,11,96,5,-1.3,1
CCN(CC)c1ccc(NC(=O)CSc2nc3nc(C)cc(C)c3c(=O)[nH]2)cc1,-1,2,3,2,-6,-6,99,0,-0.5,0
COC(=O)[C@]12CCCCC=C1N(CCc1ccc(OC)c(OC)c1)C(=O)[C@H](CC(=O)NCc1ccc(C)o1)C2,.,.,.,-3,-4,2,.,7,.,.
Cc1noc(C)c1S(=O)(=O)N1CCC(Cc2ccccc2)CC1,-21,-1,13,-1,-3,-2,95,-2,-0.6,-4
Cc1ccc(N=Cc2nc(-c3ccc(C)cc3)oc2O)cc1,2,-1,-4,1,-2,4,98,9,7.5,1
CCOC(=O)N1CCN(C(=O)C[C@@H]2C[C@@]3(C(=O)OC)CC(C)(C)CC=C3N(Cc3ccccc3)C2=O)CC1,.,.,.,0,-13,-3,.,7,.,.
O=C(c1ccc(F)cc1)N1CCN(C2=NS(=O)(=O)c3ccccc32)CC1,6,-11,4,-7,-7,12,92,-2,0.3,-1
COc1ccccc1N(C(=O)c1ccco1)C(C(=O)NC1CCCC1)c1ccc(N2CCOCC2)cc1 (centres undefined),1,-7,-1,-10,-3,3,86,-2,3.7,-1
CCOC(=O)c1nnn(-c2nonc2N)c1-c1ccc(Cl)cc1,-12,-2,-1,-3,-2,6,84,1,-3.7,0
COc1ccc(N2CCN(C(=O)C(NC(=O)c3c(F)cccc3F)C(C)C)CC2)cc1 (centres undefined),1,-2,8,0,-2,-1,100,-6,0.5,2
Cc1cc(C)cc(C(=O)Nn2cnnc2)c1,5,-1,3,0,-5,1,102,4,-2.5,0
CC(C)(C)C(O)CN1CCCC1 (centres undefined),0,16,-3,-5,-3,-1,102,3,-2.7,2
COc1ccc(OC)c(-n2nnnc2SCC(=O)N2CCN(C(=O)c3ccco3)CC2)c1,-2,-11,-1,18,-5,5,92,4,1.2,0
O=C(NCCc1c[nH]c2ccccc12)C(=O)NCC1OCCCN1S(=O)(=O)c1ccccc1 (centres undefined),0,18,9,-3,-5,1,100,8,0.2,-1
Cc1cc(C)c[n+](CC(=O)c2ccc(C)c([N+](=O)[O-])c2)c1,-3,1,0,6,-6,3,100,3,-1.2,1
CCOC(=O)c1sc(N/N=C/c2cccc(C)c2)nc1C,-15,2,-1,-3,-5,-1,100,-14,0.5,1
COc1ccc2[nH]c(CN3CCC(CO)(CCOc4ccccc4)CC3)c(C)c2c1,11,11,3,20,-4,-3,100,13,5.4,-8
CC(C)c1ccc(NC(=O)C2CCCCN2S(=O)(=O)c2ccccc2)cc1 (centres undefined),-8,15,0,2,-3,2,85,-5,-4.2,-2
COC(=O)C(NC(=O)c1ccco1)(Nc1cc(C)ccn1)C(F)(F)F (centres undefined),4,24,1,-1,9,3,89,-1,1.4,1
COC(=O)Nc1ccc(S(=O)(=O)Nc2ccc(O)cc2)cc1,-11,4,-3,-4,.,-3,93,3,0.1,2
CCCCOP(=O)(c1ccc(N(C)C)cc1)C(O)c1ccc(C(C)C)cc1 (centres undefined),-8,-2,-4,11,-4,0,84,-10,8.0,2
Cc1cc(NC(=O)CCN2CCC(C)CC2)ccc1Br,9,-2,2,16,-4,-9,98,6,0.5,-1
CC(C)C[C@H]1CNC(=S)N1C[C@H]1CCCN1C[C@H](CC(C)C)N1C[C@H](Cc2ccc(O)cc2)N(CC2CCCCC2)C1=S,.,.,.,25,-4,1,96,8,.,.
O=C(CCCN1CCOC(c2ccccc2)C1)c1ccc(F)cc1 (centres undefined),6,-3,0,0,-13,-7,82,6,-2.2,-1
NS(=O)(=O)c1ccc(Nc2ccc3cc(S(=O)(=O)N4CCCCC4)ccc3n2)cc1,7,-1,20,22,-2,-5,102,0,-0.9,-7
O=C(N/N=C/c1cccs1)c1cncc(Br)c1,5,5,-2,0,-7,-3,103,-3,-0.7,-1
Cc1ccc(Oc2ncccc2NC(=O)CC2(CC(=O)O)CCCC2)c2c1CCC2,0,-10,0,8,-5,0,104,-1,-0.6,-1
O=[N+]([O-])c1cccc(-c2nnc(-c3ccccc3)o2)c1,-3,-5,16,-8,-4,0,97,-4,-1.5,0
COc1ccc(CN2CCN(Cc3csc(C(C)=O)c3)CC2CCO)c(C)c1C (centres undefined),-7,4,5,-4,6,-6,110,3,0.6,-2
COc1ccc(/C=C/C(=O)N2CCCc3ccccc32)cc1,-3,5,10,-5,-3,-2,95,5,1.6,-1
CC1CN(C(=S)NC(=O)c2ccccc2)CC(C)O1 (centres undefined),-1,-5,6,-4,-9,-3,103,-10,-1.1,4
S=C(c1ccco1)N1CCOCC1,2,4,6,26,-5,-7,101,-3,-1.9,3
Cc1cccc(C)c1NC(=O)c1c[nH]c2ccccc12,-3,-7,2,35,-5,3,96,0,-1.2,-12
Cc1csc(NC(=O)CSc2nc(=O)n(CCN(C)C)c3c2CCCC3)n1,-2,0,11,-2,-5,-5,99,2,-2.5,-1
Cc1cccc2[nH]c3c(N4CC=C(c5ccc(F)cc5)CC4)ncnc3c12,-7,-5,5,37,-3,-2,99,7,0.4,2
